# CF NFkB block = inhibitors of PAF-induced NF-kB signaling, primary screen, cell-based, GFP fluorescence, uHTS; 360,000 tested, 0.86% active; KKLEB NF-kB-GFP reporter, GFP fluorescence overnight; inhibition, % at 5 µM;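 active = at least 50% inhibition at 5 µM, scaled per plate between neutral and stimulator controls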;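 note: PAF is a Pseudomonas aeruginosa culture filtrate used as stimulus; plate controls were PAF-stimulated DMSO wells for no effect and unstimulated DMSO wells for full effect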
# NR2E3 ag-1 = inhibitors of NR2E3-RetCOR corepressor binding, primary screen, NR2E3 agonist project, biochemical, TR-FRET, GST-NR2E3, biotin-RetCOR | 1536-well | 320,000 tested, 0.12% active | inhibition of corepressor binding, % at 4.78 µM | AID 2300, 2010;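 active = percent inhibition above the cutoff of mean plus 3 SD of all tested compounds, set per screening campaign, cut at about 20% in these data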;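 note: 0% = DMSO wells and 100% = biotin wells as full block of FRET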
# Target sequence (Q9Y5X4 whole entry, looked up): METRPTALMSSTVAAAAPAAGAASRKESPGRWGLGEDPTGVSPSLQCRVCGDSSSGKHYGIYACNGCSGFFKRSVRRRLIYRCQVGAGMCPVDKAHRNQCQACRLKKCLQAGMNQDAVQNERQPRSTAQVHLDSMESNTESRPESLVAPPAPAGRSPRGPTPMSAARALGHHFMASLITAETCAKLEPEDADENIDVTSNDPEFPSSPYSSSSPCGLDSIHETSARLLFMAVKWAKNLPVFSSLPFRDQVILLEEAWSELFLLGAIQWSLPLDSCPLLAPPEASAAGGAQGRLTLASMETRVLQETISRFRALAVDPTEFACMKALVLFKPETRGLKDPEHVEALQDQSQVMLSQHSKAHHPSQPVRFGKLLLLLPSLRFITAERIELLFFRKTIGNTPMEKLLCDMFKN
#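 Test system: GST-NR2E3 and biotin-RetCOR proteins | Quantity: 1.35 nM GST-tagged NR2E3 final | Medium: Tris pH 7.5 | Also added: 7 nM biotin-RetCOR | Dosing: Compound at 4.8 µM, single dose | Timing: 5 h at 4 °C | Detection: Time-resolved FRET | Read-out basis: Percent inhibition | Benchmarks: Biotin wells as high control, 0.6% DMSO wells as low control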
# MITF TRPM1 inh = inhibitors of MITF-dependent TRPM1 promoter reporter, primary screen, cell-based, SK-MEL-5, single point, luciferase. 330,000 tested, 0.83% active. inhibition, % at 12.5 µM. SK-MEL-5 TRPM1 promoter luciferase, 24 h;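 active = mean inhibition across replicates of 60% or more, whatever share of single replicates reaches that level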; note: values of inactives mirror those of a sister screen read the other way
# NR2E3 ag-2 = NR2E3 agonists in two-hybrid cells, primary screen, cell-based, luminescence, CHO-S, Gal4-NCOR/VP16-NR2E3; luciferase; AID 602229, 2012; inhibition of corepressor binding, % at 3.98 µM; 360,000 tested, 0.35% active; Photoreceptor-specific nuclear receptor (Homo sapiens), Q9Y5X4;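 active = inhibition above the mean of all tested compounds plus 3 SD, cut at about 70% in these data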;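 note: 0% = DMSO with NR2E3 transfected cells and 100% = cells lacking NR2E3 construct; higher means lower luciferase signal from less NR2E3 corepressor binding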
# KKLEB tox = cytotoxicity in KKLEB CF airway cells, primary screen, cytotoxicity control for CF NF-kB inhibitor project, cell-based, uHTS, fluorescence assay plates. 360,000 tested, 0.36% active. activity change (cytotoxicity), % at 5 µM. KKLEB CF airway cells viability, ATPlite luminescence, overnight; active compounds read low; cells stimulated with P. aeruginosa culture filtrate;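 active = corrected activity change at or below -50% at 5 µM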
# iPSC survival up = enhancers of single-cell hiPSC survival, primary screen, ATPlite luminescence; survival enhancement, % at 20 µM; 360,000 tested, 0.044% active; 100% = ROCK inhibitor wells, 0% = DMSO; in the data active = survival enhancement above about 18%;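 note: cells exposed to compounds for 16 hours before the ATP read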
# LMP1 NFkB inh = EBV LMP1-driven NF-kappaB luciferase reporter inhibitors, primary screen, cell-based, luminescence, single point; LMP1-induced NF-kappaB luciferase reporter cells; inhibition, % at 12.5 µM; 350,000 tested, 0.69% active; in the data active = inhibition above about 41%;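 note: 0% = neutral control wells and 100% = reference inhibitor control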
# Peg3 promoter = Peg3 promoter-driven luciferase inhibitors, primary screen, cell-based, HeLa, luciferase luminescence; AID 588405, 2011; inhibition, % at 20 µM; HeLa PEG-Prom luciferase reporter, overnight; 360,000 tested, 1.7% active;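 active = inhibition of at least 50% at 20 µM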
# HIF-2a block = HIF-2a reporter inhibitors, primary screen, luminescence, 786-0 RCC cells; 786-0 RCC cells HIF-2a reporter, luciferase luminescence, overnight; inhibition, % at 18.8 µM; 360,000 tested, 0.72% active; AID 624352, 2012;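 active = inhibition of the luminescence signal of 40% or more relative to plate controls, in a single-dose primary screen at 18.75 µM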
# C8 TRAIL sens = viability loss with TRAIL in NB7+C8 cells, primary screen, TRAIL sensitizer project, cell-based, ATPlite luminescence | 360,000 tested, 1% active | inhibition (viability loss, TRAIL sensitization), % at 10 µM | AID 624354, 2012;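 active = compounds causing at least 50% loss of cell viability in the single-dose screen, relative to plate controls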
# Shn3 3UTR inh = reduction of Shn3 3'UTR firefly luciferase signal, primary screen, Schnurri-3 inhibitor project, cell-based, Clone20 osteoblasts, set 2. Clone20 osteoblast Shn3 3'UTR firefly luciferase, 24 h. inhibition, % at 12.5 µM. 360,000 tested, 0.52% active. AID 588674, 2011;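 active = mean inhibition of at least 75% with every replicate also reaching 75%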;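 note: 0% = median of neutral control wells and 100% = pilot-screen positive control compound; some compounds past the cut are filed as inactive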
# An asterisk follows results filed as active; x = no result given.
SMILES,CF NFkB block,NR2E3 ag-1,MITF TRPM1 inh,NR2E3 ag-2,KKLEB tox,iPSC survival up,LMP1 NFkB inh,Peg3 promoter,HIF-2a block,C8 TRAIL sens,Shn3 3UTR inh
COc1cc(/C=C/c2nc(-c3ccccc3O)n[nH]2)cc(OC)c1OC,45.7,1.7,-17.2,-54.5,-0.7,-1.3,-7.1,2.5,-291.6,24.4,-14.3
CC1(C)CC[C@]2(C(=O)n3ccnc3)CC[C@]3(C)[C@H](C(=O)C=C4[C@@]5(C)C=C(C#N)C(=O)C(C)(C)[C@@H]5CC[C@]43C)[C@@H]2C1,84.9*,x,94.3*,26.8,-69.9*,-0.5,89.6*,105.8*,90.2*,88.1*,94.2*
O=c1oc2ccccc2c(N2CCCC2)c1CN1CCCC1,11.9,1.4,9.0,-8.2,-6.5,5.0,0.6,7.7,-2.7,-5.2,20.3
O=C(NCc1ccco1)c1cc2n(n1)C(C(F)(F)F)CC(c1ccc(Br)cc1)N2 (configuration not stated),1.5,-2.1,12.6,-17.0,2.1,-0.5,1.9,8.7,14.2,0.8,25.8
CCNC(=O)/C(C#N)=C/c1c(N2CC(C)OC(C)C2)nc2ccccn2c1=O (configuration not stated),15.9,-4.4,13.7,-19.0,1.3,0.4,-5.0,-9.8,15.9,-3.6,-15.2
CN(C(=O)c1cccc(NC(=O)c2cccs2)c1)c1ccccc1,24.5,1.2,9.9,-23.6,-0.7,0.6,4.9,12.8,7.1,-0.1,-1.2
CNC(=O)CSc1nnc(-c2ccco2)n1-c1cccc(C)c1,-0.5,2.1,-12.0,-7.3,2.0,1.0,-0.2,10.5,13.0,-3.3,1.9
CCc1ccc(C(=O)COC(=O)CNC(=O)CNC(=O)Cc2ccccc2)cc1,6.2,-0.2,-1.1,-20.6,-7.9,0.3,3.1,8.1,6.1,-13.0,9.4
CC(=O)N1CCN(c2cc(-c3ccccc3)nc3cc(-c4cccc(Cl)c4)nn23)CC1,6.2,x,x,0.2,-1.4,-1.0,-2.4,54.8*,-26.7,35.2,-0.4
COc1ccc(C(=O)N2CCN(Cc3ccccc3[N+](=O)[O-])CC2)cc1,26.7,1.2,4.1,1.9,-11.1,0.0,5.1,-2.8,-9.8,15.7,7.3
COc1ccc(-n2nnnc2C(CCSC)N2CCN(C/C=C/c3ccccc3)CC2)cc1 (configuration not stated),2.5,x,x,13.5,-16.6,-0.1,x,-0.5,-6.1,-1.8,1.1
CCOc1ccc(Cl)cc1-c1cc(C(=O)NCCc2ccncc2)[nH]n1,-18.8,x,x,-16.8,0.6,1.8,x,-10.2,-0.9,1.4,1.0
O=C1NC(=S)N(c2cccc(Cl)c2)C12CCCCC2,-26.6,-1.1,3.0,-6.2,11.4,-0.7,-2.2,19.7,7.4,-7.6,1.3
CCn1c(C(C)NS(=O)(=O)c2ccc(Cl)cc2)n[nH]c1=S (configuration not stated),8.6,0.5,10.3,-38.8,-1.5,-0.3,-4.2,14.2,14.9,-3.3,14.6
Cc1nn(C(C)C(=O)NCC2CCCO2)c(C)c1[N+](=O)[O-] (configuration not stated),21.3,-0.5,8.8,-50.3,0.9,-0.4,5.5,4.4,8.9,-15.6,3.5
CC(=O)Nc1ccc(CN2CCN(CC=C(C)C)C(CCO)C2)cc1 (configuration not stated),-5.5,-1.2,-5.4,-10.6,12.3,0.0,0.3,9.5,2.2,-18.9,x
CSc1ccc(CN(C)Cc2nc3cc(C(F)(F)F)ccc3c(=O)[nH]2)cc1,-14.4,2.3,10.6,23.6,-13.2,-0.4,-4.7,-3.4,20.6,9.9,-5.8
Cc1ccc(-n2nc3c(c2NC(=O)CC(C)C)CS(=O)(=O)C3)c(C)c1,0.4,0.6,10.7,-8.9,3.1,-0.8,0.1,10.8,14.5,-6.8,-7.7
CCC(C)NC(=O)C1c2ccccc2C(=O)N1Cc1cc(OC)ccc1OC (configuration not stated),8.5,-1.8,1.3,-0.1,14.0,-0.4,-11.7,7.6,17.4,10.4,-10.1
CCOc1cc(C)c(S(=O)(=O)Nc2ccc(F)cc2)cc1C,6.2,-2.0,1.6,36.4,9.8,-1.5,-9.2,17.9,17.8,9.1,47.7
O=C(CC1CCCCC1)NCc1ccc(F)cc1,-16.3,0.6,-5.0,-18.7,6.8,0.3,-6.0,-33.5,-48.5,18.3,-5.5
COc1ccc2oc(=O)c(C(=O)N3CCc4ccccc43)cc2c1,4.6,4.8,-0.9,-3.2,-11.7,2.3,3.5,1.6,-24.2,3.9,5.1
O=C(NCCc1ccccc1)C1CCN(S(=O)(=O)c2cccc3nsnc23)CC1,-2.4,4.4,7.0,-5.7,-0.8,-0.3,-4.3,-0.2,4.3,7.1,20.1
Cc1ccccc1OCC(O)Cn1c(NCCN(C)C)nc2c1c(=O)n(C)c(=O)n2C (configuration not stated),-17.0,1.5,-1.2,-12.1,-0.8,6.5,7.9,-6.0,1.2,1.3,7.4
CCOC(=O)c1c(CSc2ccc(C)cc2)oc2ccc(O)cc12,-4.5,0.0,-11.2,-7.1,0.4,-2.1,-2.2,17.8,0.8,8.5,0.6
CCOC(=O)C(Cc1ccccc1)C(=O)Nc1ccccc1C (configuration not stated),33.1,-0.4,9.1,-6.8,-9.1,9.2,1.6,9.3,0.6,10.7,-4.1
CCOC(=O)Cn1c(=O)oc2cc(S(=O)(=O)N3CCN(C(=O)c4ccco4)CC3)ccc21,12.7,1.6,4.6,-5.9,4.2,0.0,-8.6,16.0,4.3,-3.1,-0.7
O=C(c1ccc(-c2ccccc2)cc1)N1CCN(Cc2ccccn2)CC1,8.6,x,5.6,12.2,3.2,1.6,2.7,7.5,-13.7,4.5,-5.9
CCOC(=O)Cc1c(C)nc2cc(-c3ccc(Cl)cc3)[nH]n2c1=O,-6.2,-1.7,-12.8,-35.6,-3.9,-1.0,0.9,-65.0,-67.3,5.6,-10.3
Cc1cccc2sc(NC(=O)Cn3c(C)csc3=O)nc12,-22.0,x,2.5,-10.8,-2.6,-0.5,-4.3,-23.6,-3.4,-9.0,-6.3
COc1cccc(NC(=O)N2CCCCCC2)c1,8.6,-1.0,-38.9,-20.9,-3.7,-0.4,-12.5,-84.8,-146.4,11.5,-33.0
CC1(C)CC(N2CCOCC2)=CC(=S)N1,1.7,x,x,5.2,-3.4,-0.4,x,15.3,-2.6,-0.4,-10.7
C=CCn1c(NCc2cc(C)ccc2O)nc2ccccc21,4.1,-0.6,-10.8,-20.7,2.4,0.3,-8.0,-24.5,-50.5,-4.1,-3.8
CSc1ccc(C2Nc3ccccc3-c3cc(C)nn32)cc1 (configuration not stated),-14.2,0.8,1.6,-56.2,-6.1,-1.1,-18.2,-96.3,-152.7,17.9,-20.3
O=C(CSCC(=O)NC1CCCC1)Nc1ccccc1,-13.7,-2.7,2.3,-1.7,-2.8,-1.1,0.6,5.1,-0.7,-4.0,-17.4
O=C(O)CC(C(=O)Nc1ccc(Cl)cc1)N1CCCCCC1 (configuration not stated),1.8,0.0,-17.8,-16.7,0.6,-0.5,-0.5,16.4,18.9,-0.3,20.7
Cc1nc2ncnn2c(C)c1CCC(=O)Oc1ccccc1,8.2,0.5,-3.8,1.9,-18.3,-0.8,-6.5,-6.4,19.0,0.0,9.6
Cc1cccc(OCC(=O)NNC(=O)Cn2c(=O)cnc3ccccc32)c1,-8.0,0.1,2.5,-0.4,7.6,-0.6,-14.8,0.5,6.6,-4.2,3.3
Cc1cc(C)cc(NC(=S)N2CCC(N(C)CC3CCCO3)CC2)c1 (configuration not stated),7.5,0.4,-8.7,-23.4,-3.8,-0.1,11.3,-0.9,3.8,15.5,-2.0
Cc1ccc(CN(C)C(=O)CC2C(=O)NCCN2CC2CCCCC2)cc1 (configuration not stated),9.9,-2.3,-0.6,-2.0,-0.5,-1.6,-4.4,1.6,8.5,-4.2,16.5
C=CCOc1ccc(C2NC(=O)c3ccccc3O2)cc1OCC (configuration not stated),-11.8,1.7,-3.0,-1.2,12.5,-0.5,-7.3,24.7,16.2,-5.0,-5.0
Cc1c(NC(=S)N/N=C/c2cc([N+](=O)[O-])ccc2O)c(=O)n(-c2ccccc2)n1C,-20.1,-3.4,-7.2,5.5,14.2,0.3,3.6,16.7,9.5,3.0,x
C=CCN(CC=C)S(=O)(=O)c1ccc(C(=O)Nc2nnc(COC)o2)cc1,6.3,-0.8,-2.0,21.2,8.4,4.8,20.4,6.0,11.8,6.3,11.1
CCN1CCN(C(CNS(=O)(=O)c2ccccc2)c2cccnc2)CC1 (configuration not stated),-10.4,1.0,4.1,3.2,25.4,-0.1,2.3,-5.6,4.8,-5.0,-8.1
C=CCNc1nnnc2c1sc1nc(N3CCOCC3)c3c(c12)CCCC3,1.3,1.5,-13.8,-21.8,-14.1,-0.5,1.3,19.2,-12.1,7.0,17.8

# Shown field by field: entries from further up
molecule: Cc1ccc(CN(C)C(=O)CC2C(=O)NCCN2CC2CCCCC2)cc1 (configuration not stated)
- CF NFkB block: 9.9
- NR2E3 ag-1: -2.3
- MITF TRPM1 inh: -0.6
- NR2E3 ag-2: -2.0
- KKLEB tox: -0.5
- iPSC survival up: -1.6
- LMP1 NFkB inh: -4.4
- Peg3 promoter: 1.6
- HIF-2a block: 8.5
- C8 TRAIL sens: -4.2
- Shn3 3UTR inh: 16.5
molecule: C=CCOc1ccc(C2NC(=O)c3ccccc3O2)cc1OCC (configuration not stated)
- CF NFkB block: -11.8
- NR2E3 ag-1: 1.7
- MITF TRPM1 inh: -3.0
- NR2E3 ag-2: -1.2
- KKLEB tox: 12.5
- iPSC survival up: -0.5
- LMP1 NFkB inh: -7.3
- Peg3 promoter: 24.7
- HIF-2a block: 16.2
- C8 TRAIL sens: -5.0
- Shn3 3UTR inh: -5.0

# More results follow:
SMILES,CF NFkB block,NR2E3 ag-1,MITF TRPM1 inh,NR2E3 ag-2,KKLEB tox,iPSC survival up,LMP1 NFkB inh,Peg3 promoter,HIF-2a block,C8 TRAIL sens,Shn3 3UTR inh
C/C(=N/Nc1ccc(F)cc1)c1ccc(Cl)s1,-5.5,-0.3,14.3,-37.9,2.0,-0.2,-6.2,-2.2,0.9,-4.5,-20.7
O=C(CCSc1ccc(Cl)cc1)N1CCN(c2ccc(O)cc2)CC1,3.3,-8.1,-34.4,-10.5,4.3,-0.4,4.1,-71.9,-145.4,16.4,-10.0
C[C@H]1CN([C@@H](C)CO)C(=O)CCCn2cc(nn2)CO[C@@H]1CN(C)C(=O)Nc1cccc(F)c1,-13.9,x,x,-14.7,4.0,1.0,2.3,-8.5,6.7,-17.2,-21.4
C#CCOC(=O)c1ccc(-n2cncn2)nc1,3.0,1.4,-6.8,-1.4,-4.3,-0.7,-3.6,-1.6,-10.3,1.2,-3.9

# Only part of the results is shown (hit frequency here may not be typical).
